High-throughput results as filed in PubChem.
G9a inh: blocks human histone lysine methyltransferase G9a; Q96KQ7; G9a H3K9 monomethylation, AlphaScreen, 2 h; Potency, µM (series often up to 102 µM), inactives show at the top dose activity, negative = inhibition, usual class: inhibitors; 350,000 tested, 8.8% active; AID 504332; further: potency means the concentration at half of the fitted maximal effect; on the % scale 0 is the no-effect control and ±100 the full control effect; nearly all actives have a fitted effect of over 75% in size
Target sequence (Q96KQ7 913-1193 limits assumed): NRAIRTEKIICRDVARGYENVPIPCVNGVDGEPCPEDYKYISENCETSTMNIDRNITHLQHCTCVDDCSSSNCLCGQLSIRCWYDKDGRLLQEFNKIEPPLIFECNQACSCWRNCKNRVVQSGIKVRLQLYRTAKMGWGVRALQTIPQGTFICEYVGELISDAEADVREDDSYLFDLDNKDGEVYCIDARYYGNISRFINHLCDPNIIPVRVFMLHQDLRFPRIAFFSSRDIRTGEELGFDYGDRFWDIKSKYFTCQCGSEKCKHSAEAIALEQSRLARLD
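Methyltransferase reactions run at room temperature for 2 h (20 nM enzyme, 500 nM biotin-H3K9 peptide, 20 uM SAM) after a 15 min compound preincubation; product detected by AlphaScreen beads and anti-H3K9me1 antibody.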
BAZ2B inh: blocks human BAZ2B; AlphaScreen BAZ2B-H3K14Ac peptide displacement; Potency, µM (series often up to 114 µM), without a hit: at the highest dose activity change, negative = inhibition, hits mostly inhibitors; 360,000 tested, 4.4% active; AID 504333; further: potency means the concentration at half of the fitted maximal effect; on the % scale 0 is the no-effect control and ±100 the full control effect; nearly all actives have a fitted effect of over 60% in size
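AlphaScreen luminescence quantifies BAZ2B engagement of H3K14Ac peptide; the protein and biotinylated peptide are both at 50 nM final, buffer PBS pH 7.4 with 0.01% Tween-20, all steps at room temperature.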
HP1b binding inh: HP1-beta chromodomain-methylated histone interaction inhibition. P83916. AlphaScreen HP1-beta / biotin-H3K9me3 peptide binding. Potency, µM (top dose mostly 114 µM), without a hit: at the top dose activity change, negative = inhibition, hits mostly inhibitors. 390,000 tested, 0.56% active; further: potency means the concentration at half of the fitted maximal effect; nearly all actives have a fitted effect of over 70% in size; inactives centre near 23
Target sequence (P83916 whole entry, looked up): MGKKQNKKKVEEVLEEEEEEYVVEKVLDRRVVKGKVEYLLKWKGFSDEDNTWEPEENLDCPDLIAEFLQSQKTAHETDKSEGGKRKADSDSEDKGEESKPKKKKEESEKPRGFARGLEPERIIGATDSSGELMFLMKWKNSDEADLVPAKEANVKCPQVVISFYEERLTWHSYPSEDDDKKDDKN
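AlphaScreen: HP1-beta (50 nM) preformed 30 min with biotin-H3(1-18)K9me3 peptide (50 nM) in PBS pH 7.4, 0.01% Tween-20. Compound added for 30 min at RT, then streptavidin donor/nickel chelate acceptor beads (10 ug/mL) for 30 min.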
Tb PGK inh: blocks T. brucei phosphoglycerate kinase | Potency, µM (doses to about 57.5 µM), without a hit: at the top dose activity change, negative = inhibition, usual class: inhibitors | PGK/GAPDH coupled, Kinase-Glo luminescence, 60 min | 380,000 tested, 0.043% active; further: potency means the concentration at half of the fitted maximal effect; on the % scale 0 is the no-effect control and ±100 the full control effect; nearly all actives have a fitted effect of over 60% in size
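Luminescent ATP detection (Kinase-Glo Plus) follows a 60-minute room-temperature incubation, with wells lacking PGK as controls. Buffer: 100 mM TEA (pH 7.6), 5 mM MgCl2, 0.01% Tween-20. Coupling enzyme GAPDH (100 nM final) supplies unstable 1,3-BPG in-well.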
GLS inh: blocks human kidney-isoform glutaminase activity; O94925; GLS enzymatic activity, qHTS titration; Potency, µM (doses to about 45.5 µM), inactives show at the highest dose activity change, negative = inhibition, hits mostly inhibitors; 410,000 tested, 0.21% active; AID 624170; further: potency means the concentration at half of the fitted maximal effect; on the % scale 0 is the no-effect control and ±100 the full control effect
Target sequence (O94925 whole entry, looked up, canonical isoform): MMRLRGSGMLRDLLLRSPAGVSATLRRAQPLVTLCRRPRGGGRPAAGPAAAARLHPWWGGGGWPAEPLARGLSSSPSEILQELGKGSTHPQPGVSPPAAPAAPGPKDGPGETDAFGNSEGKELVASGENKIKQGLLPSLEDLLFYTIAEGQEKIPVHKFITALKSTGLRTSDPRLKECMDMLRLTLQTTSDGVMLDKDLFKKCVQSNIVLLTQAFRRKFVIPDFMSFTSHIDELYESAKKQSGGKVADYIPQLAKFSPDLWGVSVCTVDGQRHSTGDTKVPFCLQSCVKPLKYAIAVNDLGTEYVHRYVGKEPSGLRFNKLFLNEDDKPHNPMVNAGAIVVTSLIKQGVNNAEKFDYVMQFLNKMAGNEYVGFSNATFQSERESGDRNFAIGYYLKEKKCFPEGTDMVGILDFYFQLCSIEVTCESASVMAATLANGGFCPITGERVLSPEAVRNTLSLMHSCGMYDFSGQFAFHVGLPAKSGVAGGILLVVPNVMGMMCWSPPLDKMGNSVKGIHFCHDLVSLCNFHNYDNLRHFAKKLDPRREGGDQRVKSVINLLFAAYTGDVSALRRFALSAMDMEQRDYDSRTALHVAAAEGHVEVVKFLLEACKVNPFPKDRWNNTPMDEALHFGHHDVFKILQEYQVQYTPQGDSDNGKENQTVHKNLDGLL
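Two-point fluorescence kinetic (t0, 30 min RT) for hKGA; glutamate detected via glutamate oxidase–HRP–Amplex Red. Substrate: 1 mM L-glutamine solution; buffer 45 mM KH2PO4, pH 8.2.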
ERG Ets-DNA blk: ERG Ets/DNA interaction inhibition; P11308; fluorescence polarization, His-ERG Ets domain / labelled DNA; Potency, µM (top dose mostly 76.9 µM), for the others: at the highest dose FP activity, negative = inhibition, hits mostly inhibitors; 370,000 tested, 0.028% active; AID 624246; active means well fitted inhibition curve with a large enough effect in the polarisation, with a control signal flat; inconclusive means small, poorly fitted or top-dose-only effect, or effect the other way, or a change in a side signal; inactive means no such curve, though single readings can be large or run the other way; the % refers to the polarisation;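 further: polarization taken with two DNA probes labelled with fluorescein and Texas red; potency means the concentration at half of the fitted maximal effect; % of control where 0% means no effect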
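His-tagged ERG Ets domain (1 uM in the protein solution; 300mM KCl, 50mM Tris-HCl, 1mM EDTA, 1mM DTT, pH 7.5) received compound, then a probe mix of 5 nM fluorescein-DNA and 100nM Texas-615-DNA. Fluorescence polarization was read for both dyes.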
JMJD2A Tudor: blocks the human JMJD2A Tudor domain; O75164; AlphaScreen JMJD2A-Tudor / H3K4me3 peptide binding; Potency, µM (top dose mostly 114 µM), without a hit: at the top dose activity change, negative = inhibition, usual class: inhibitors; 390,000 tested, 4.4% active; AID 504339; further: potency means the concentration at half of the fitted maximal effect; on the % scale 0 is the no-effect control and ±100 the full control effect; nearly all actives have a fitted effect of over 50% in size
Pin1 inhibitor: inhibitors of human Pin1; Q13526; Pin1 FP peptide displacement, HiFluor488, 10 min; Potency, µM (series often up to 115 µM), without a hit: top-dose activity, negative = inhibition, actives largely listed as inhibitors; 390,000 tested, 0.009% active; active means well fitted inhibition curve with a large enough effect in the polarisation, with a control signal flat, not every such curve was filed as active; inconclusive means small, poorly fitted or top-dose-only effect, or effect the other way, or a change in a side signal; inactive means no such curve, though single readings can be large or run the other way; the % refers to the polarisation; further: potency means the concentration at half of the fitted maximal effect; on the % scale 0 is the no-effect control and ±100 the full control effect
PI4K2A inh: blocks human PI4K2A kinase activity | Q9BTU6 | purified PI4K2A, ADP-Glo luminescence, 1 h; active compounds read low | activity change, negative = inhibition, % at 76.9 µM | 420,000 tested, 0.13% active; in the data active means activity change below about -50%; inconclusive means mostly about -30% to -49%;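 further: -100% = wells without enzyme as full effect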
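PI4K2A activity was measured by ADP-Glo luminescence: enzyme (4 ug/mL stock) and phosphatidylinositol (1.2 mM stock) in Tris pH 7.5/MgCl2/EGTA/Triton X-100 buffer were reacted with ATP (300 microM stock) for one hour at ambient temperature.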
* hit, by the source's call; [ ] = another dose, or the depositor's remark. Unless noted, the call rests on the fitted dose curve; in most records, active means well fitted curve in the direction sought with a large enough effect; inconclusive means small, poorly fitted or top-dose-only effect, or another doubt; inactive means no such curve, though single readings can be large; an effect the other way counts as inactive or inconclusive. No enrichment for hits; any-hit rate near 11%.

Screening COc1ccc(C(=O)Nc2nc(-c3ccccc3)c(C(C)=O)s2)c(OC)c1 returned BAZ2B inh 1%, HP1b binding inh 16%, Tb PGK inh -2%, GLS inh 5%, ERG Ets-DNA blk 2%, JMJD2A Tudor -18%, Pin1 inhibitor 2% and PI4K2A inh 4.
Screening O=C(CN1CCN(c2ccc(F)cc2)CC1)Nc1cccnc1Cl returned BAZ2B inh -8%, HP1b binding inh 49%[activator], Tb PGK inh inactive, GLS inh -2%, ERG Ets-DNA blk -9%, JMJD2A Tudor -9%, Pin1 inhibitor -5% and PI4K2A inh 1.
Screening Cn1c(SCC(=O)N2CCCCC2)nc2cccnc21 returned G9a inh -14%[59 µM], HP1b binding inh 49%[activator], Tb PGK inh -8%, GLS inh 13%, ERG Ets-DNA blk 7%, JMJD2A Tudor -23%, Pin1 inhibitor -6% and PI4K2A inh -7.
`Cc1ccc(/C=[N+](\[O-])c2ccccc2C)o1` gave G9a inh 6%, BAZ2B inh -19%, HP1b binding inh 43%[activator], Tb PGK inh 6%, GLS inh 12%, ERG Ets-DNA blk 1%, JMJD2A Tudor 12%, Pin1 inhibitor 2% and PI4K2A inh 2.
Screening O=C(NCc1cccs1)C1CCN(S(=O)(=O)c2cccs2)CC1 returned G9a inh 16%[59 µM], BAZ2B inh -3%, HP1b binding inh 23%, Tb PGK inh inactive, GLS inh 1%, ERG Ets-DNA blk -10%, JMJD2A Tudor 1%, Pin1 inhibitor 10% and PI4K2A inh 2.
For Cn1c(=O)c2c(-c3ccccc3)n3c4ccccc4nc(-c4ccccc4)c3c2n(C)c1=O the results were G9a inh 4%[59 µM], BAZ2B inh 1%, HP1b binding inh 43%[activator], Tb PGK inh -2%, GLS inh -1%, ERG Ets-DNA blk -2%, JMJD2A Tudor 4%, Pin1 inhibitor -5% and PI4K2A inh -2.
`COc1ccc(N2CCN(Cc3nc4scc(-c5ccccc5)c4c(=O)[nH]3)CC2)cc1` gave G9a inh inconclusive, BAZ2B inh inconclusive, HP1b binding inh inconclusive, Tb PGK inh 4%, GLS inh 15%, ERG Ets-DNA blk 7%, JMJD2A Tudor inconclusive, Pin1 inhibitor 12% and PI4K2A inh -3.
Screening COC(=O)[C@H](CCSC)NC(=O)Cn1cnc2c(SC)nc(N)nc21 returned HP1b binding inh 15%, Tb PGK inh -5%, GLS inh 1%, ERG Ets-DNA blk -4%, JMJD2A Tudor inconclusive, Pin1 inhibitor -2% and PI4K2A inh 4.
For O=C1c2nc3cc(-c4ccco4)[nH]n3c(=O)c2CN1Cc1ccccc1 the results were G9a inh inconclusive, BAZ2B inh inconclusive, HP1b binding inh 29%, Tb PGK inh -1%, GLS inh inconclusive, ERG Ets-DNA blk 7%, JMJD2A Tudor -12%, Pin1 inhibitor -8% and PI4K2A inh 2.
For O=C(Cn1nc(-c2ccccc2F)ccc1=O)Nc1ccc(S(=O)(=O)N2CCCCCC2)cc1 the results were G9a inh 2%, BAZ2B inh -25%, HP1b binding inh 5%, Tb PGK inh -9%, GLS inh 1%, JMJD2A Tudor -28%, Pin1 inhibitor 16% and PI4K2A inh -3.
For CS(=O)(=O)c1ccc(Cl)c(NC(=O)COc2ccc3c(c2)CCC3)c1 the results were G9a inh inconclusive, BAZ2B inh 10%, HP1b binding inh 7%, Tb PGK inh 0%, GLS inh 1%, ERG Ets-DNA blk 3%, JMJD2A Tudor -10%, Pin1 inhibitor -1% and PI4K2A inh -3.
For Cc1cccc(C2CC3(CC(C)(C)NC(=S)N3)Oc3cc(O)ccc32)c1 (stereo not drawn) the results were G9a inh inconclusive, BAZ2B inh inconclusive, HP1b binding inh 14%, Tb PGK inh 6%, GLS inh 0%, ERG Ets-DNA blk -5%, JMJD2A Tudor -34%, Pin1 inhibitor -2% and PI4K2A inh -2.
Screening CCC(C)C(NC(N)=O)C(=O)Nc1ccc(OCc2ccccc2)cc1 (stereo not drawn) returned G9a inh 1%, BAZ2B inh -18%, HP1b binding inh 34%[activator], Tb PGK inh -6%, GLS inh -1%, ERG Ets-DNA blk 3%, JMJD2A Tudor -4%[11.4 µM], Pin1 inhibitor 1% and PI4K2A inh -6.
For Cc1cc(C)c2c(c1)N[C@H](c1cccs1)[C@@H]1CCO[C@H]21 the results were G9a inh 3%, BAZ2B inh -3%, HP1b binding inh 27%, Tb PGK inh -4%, GLS inh -2%, ERG Ets-DNA blk -4%, JMJD2A Tudor -10%, Pin1 inhibitor -1% and PI4K2A inh 16.
For CC(=O)Nc1ccccc1O the results were G9a inh 6%[59 µM], BAZ2B inh inconclusive, HP1b binding inh 35%, Tb PGK inh -10%, GLS inh 11%, ERG Ets-DNA blk -7%, JMJD2A Tudor -16%, Pin1 inhibitor -2% and PI4K2A inh -4.
`COc1ccc(CC(=O)NNC(=O)c2ccco2)cc1OC` gave G9a inh 6%, BAZ2B inh 1%, HP1b binding inh 88%[activator], Tb PGK inh -3%, GLS inh 6%, ERG Ets-DNA blk 11%, JMJD2A Tudor inconclusive, Pin1 inhibitor 0% and PI4K2A inh 1.
For COC(=O)c1ccc(OCC(O)CN2CCOCC2)cc1 (stereo not drawn) the results were G9a inh 15%, BAZ2B inh -20%, HP1b binding inh 46%[activator], Tb PGK inh inactive, GLS inh -10%, ERG Ets-DNA blk 7%, JMJD2A Tudor -3%, Pin1 inhibitor 1% and PI4K2A inh 5.
Screening CN(Cc1cnn(C)c1)C(=O)c1cc(COc2c(F)cccc2F)on1 returned G9a inh -1%, BAZ2B inh 3%, HP1b binding inh -8%, Tb PGK inh 4%, GLS inh 25%, ERG Ets-DNA blk -3%, JMJD2A Tudor -4%, Pin1 inhibitor -3% and PI4K2A inh 2.
Screening Cc1cc(C)c(NC(=O)CSc2ncc3c(n2)-c2cc(Cl)ccc2N(C)S3(=O)=O)c(C)c1 returned G9a inh 11%[59 µM], BAZ2B inh 33%[activator], HP1b binding inh 36%, Tb PGK inh -7%, GLS inh -1%, ERG Ets-DNA blk 9%, JMJD2A Tudor -15%, Pin1 inhibitor 4% and PI4K2A inh 1.
`Cc1ccc(CN2CCN(Cc3ccc(OC(C)C)cc3)CC2CCO)o1` (stereo not drawn) gave G9a inh -5%, BAZ2B inh -26%, HP1b binding inh 8%[57 µM], Tb PGK inh -9%, GLS inh -4%, ERG Ets-DNA blk -13%, JMJD2A Tudor -23%, Pin1 inhibitor 2% and PI4K2A inh -3.
For Cc1ccc(F)cc1NC(=O)CSCc1nc2sc(C)c(C)c2c(=O)[nH]1 the results were G9a inh 40µM*, BAZ2B inh -2%, HP1b binding inh 12%, Tb PGK inh 0%, GLS inh 9%, ERG Ets-DNA blk 7%, JMJD2A Tudor -22%, Pin1 inhibitor inconclusive and PI4K2A inh -2.
COc1cc2cc(C(=O)O)n(C)c2c(OC)c1OC was read as G9a inh -9%[59 µM], BAZ2B inh inconclusive, HP1b binding inh 24%, Tb PGK inh -5%, GLS inh -3%, ERG Ets-DNA blk -1%, JMJD2A Tudor -6%, Pin1 inhibitor -3% and PI4K2A inh 4.
O=C(/C=C/c1ccc(S(=O)(=O)N2CCOCC2)cc1)OCC(=O)c1ccc([N+](=O)[O-])cc1 was read as G9a inh inconclusive, BAZ2B inh inconclusive, HP1b binding inh 17%, Tb PGK inh 0%, GLS inh -16%, ERG Ets-DNA blk 1%, JMJD2A Tudor -26%, Pin1 inhibitor 3% and PI4K2A inh 0.
`CCCC(NC(=O)C(C)NC(=O)CO/N=C1\C=C2CCC3C4CCC(C(C)=O)[C@@]4(C)CCC3[C@@]2(C)CC1)C(=O)O` (stereo partly drawn) gave G9a inh 9%, BAZ2B inh 3%, HP1b binding inh 34%, Tb PGK inh -4%, GLS inh 3%, ERG Ets-DNA blk 6%, JMJD2A Tudor -11%, Pin1 inhibitor -1% and PI4K2A inh -5.
Screening COc1ccc(CC2(CO)CCN(C(C)COc3ccccc3)CC2)cc1 (stereo not drawn) returned G9a inh 9%, BAZ2B inh -1%, HP1b binding inh 24%, Tb PGK inh -5%, GLS inh -1%, ERG Ets-DNA blk -4%, JMJD2A Tudor -16%, Pin1 inhibitor 1% and PI4K2A inh -5.
Screening O=C(O)CC1S/C(=N/N=C/c2ccc([N+](=O)[O-])cc2)N(c2ccc(O)cc2)C1=O (stereo not drawn) returned G9a inh inconclusive, BAZ2B inh inconclusive, HP1b binding inh -14%, Tb PGK inh -9%, GLS inh -1%, ERG Ets-DNA blk -7%, JMJD2A Tudor inconclusive, Pin1 inhibitor 0% and PI4K2A inh 3.
Cc1ccn2c(=O)nc(SCC(=O)NCc3ccc4c(c3)OCO4)nc2c1 was read as G9a inh inconclusive, BAZ2B inh 56µM*, HP1b binding inh 13%, Tb PGK inh -4%, GLS inh 36%[activator], ERG Ets-DNA blk 3%, JMJD2A Tudor inconclusive, Pin1 inhibitor inconclusive and PI4K2A inh 1.
`CCCN1C(=O)c2cccc3c(N4CCCCC4)ccc(c23)C1=O` gave G9a inh 51%[activator][59 µM], BAZ2B inh 89%[activator], HP1b binding inh 342%[activator], Tb PGK inh -9%, GLS inh 1%, ERG Ets-DNA blk 9%, JMJD2A Tudor 109%[activator], Pin1 inhibitor inconclusive and PI4K2A inh 1.
O=C(NCc1ccccc1F)C1CCN(C(=O)Nc2ccc(F)cc2)CC1 was read as G9a inh 5%, BAZ2B inh 3%, HP1b binding inh 18%, Tb PGK inh -9%, GLS inh -3%, ERG Ets-DNA blk -1%, JMJD2A Tudor 0%, Pin1 inhibitor -5% and PI4K2A inh -2.
Screening CCN(CC(=O)Nc1ccc(OC)cc1)C(=O)c1ccccc1Sc1ccccc1C#N returned G9a inh -40%, BAZ2B inh -3%, HP1b binding inh 0%, Tb PGK inh 1%, GLS inh 0%, ERG Ets-DNA blk -3%, JMJD2A Tudor -25%, Pin1 inhibitor 1% and PI4K2A inh 0.
